PV pol inh – inhibitors of poliovirus RNA polymerase binding and polymerization; poliovirus polymerase elongation, fluorescence polarization; active compounds read low; 150,000 tested, 0.66% active; AID 588519; % elongation, % (compound at 16.7 µg/mL); P03300; in the data active = % elongation below about 90%; also: some results filed as inactive read as strong as hits
Target sequence (P03300 1749-2209 limits assumed): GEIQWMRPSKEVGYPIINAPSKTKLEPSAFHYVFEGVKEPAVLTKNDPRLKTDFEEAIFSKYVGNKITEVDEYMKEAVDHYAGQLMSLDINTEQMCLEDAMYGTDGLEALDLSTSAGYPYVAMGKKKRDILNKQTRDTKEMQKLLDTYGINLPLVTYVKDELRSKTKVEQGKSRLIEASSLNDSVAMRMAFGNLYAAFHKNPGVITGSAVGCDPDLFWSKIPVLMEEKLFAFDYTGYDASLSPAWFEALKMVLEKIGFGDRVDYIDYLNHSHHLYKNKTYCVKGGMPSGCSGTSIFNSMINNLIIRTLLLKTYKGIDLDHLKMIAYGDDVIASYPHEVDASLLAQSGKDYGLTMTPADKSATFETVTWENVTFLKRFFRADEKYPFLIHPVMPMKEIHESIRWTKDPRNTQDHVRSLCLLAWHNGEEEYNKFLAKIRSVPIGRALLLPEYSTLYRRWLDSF
PV pol inh FP z-score – recorded beside PV pol inh, whose call it bears; z-score; measured here: FP z-score; hits read low
* hit, by the source's call. The list is partial. The share of hits here may be higher or lower than overall.

SMILES	PV pol inh	PV pol inh FP z-score
COc1cc(NC(=O)CC2C(=O)N(c3ccc(Cl)cc3)C(=O)N2Cc2cccs2)cc(OC)c1 (configuration not stated)	112	1
Cc1ccc(CNCC(O)COCC2CCCO2)n1C (configuration not stated)	98	-0.5
O=C(CSc1nc2ccccc2[nH]1)NCc1ccccc1	109	0.9
Cc1ccccc1NC(=O)N(C)C1CCN(C)CC1	104	1
COc1ccc(/C=N/NC(=O)Cn2cncn2)cc1	97	-0.5
COC(=O)CSc1nnnn1-c1ccccc1	107	0
CCCCC(=O)Nc1ccc(-c2csc(-c3ccccc3)n2)cc1	109	0.5
COC(=O)c1ccc2ccccc2n1	102	0.1
CC(C)(C)C(=O)C[n+]1ccc(/C=N/O)cc1	102	0.4
CCOC(=O)c1c(C)oc2c1c(/C=N/c1cccc(C)n1)c(O)c1ccccc12	85	-4.4
Cc1ccc2cnn(CCCC(=O)NCc3ccccc3)c2c1	106	1.5
COc1ccccc1C(=O)Nc1ccc2oc(-c3cccc4c(Br)cccc34)nc2c1	101	-0.2
CC(=O)OCCOCn1cc(I)c(=O)[nH]c1=O	101	0
CC1C(=O)Nc2ccc(S(=O)(=O)Nc3ccccc3Br)cc2NC1=O (configuration not stated)	112	0.3
CCC(C)(C)C1CCC(=NNC(=O)c2ccoc2C)CC1 (configuration not stated)	100	-0.1

An excerpt of these results, with two lines to a compound.
Fields – PV pol inh, PV pol inh FP z-score
> O=C(CSc1nc2ccccc2[nH]1)NCc1ccccc1
    109, 0.9
> Cc1ccccc1NC(=O)N(C)C1CCN(C)CC1
    104, 1
> COc1ccc(/C=N/NC(=O)Cn2cncn2)cc1
    97, -0.5
> COC(=O)CSc1nnnn1-c1ccccc1
    107, 0
> CCCCC(=O)Nc1ccc(-c2csc(-c3ccccc3)n2)cc1
    109, 0.5

Additional structures.
SMILES	PV pol inh	PV pol inh FP z-score
O=C(CSc1nc(-c2ccccc2)cn1-c1ccccc1F)Nc1ccc(F)cc1	111	0.9
N#Cc1c(NCc2ccccc2)ccnc1Cl	99	0
O=C(CC(c1ccccc1)c1cc(Br)ccc1O)NCC1(c2ccccc2)CCCC1 (configuration not stated)	101	-1.1
CCN(CC(=O)NCc1cccs1)C(=O)c1oc2ccc(OC)cc2c1C	106	0.5
CC(=O)Nc1cccc(NC(=O)Nc2ccccc2)c1	100	-0.4
O=C(CSc1nc2ccccc2s1)OCN1C(=O)c2ccccc2C1=O	100	-0.4
Cc1ccc(-c2cc(NC(=O)C(C)Oc3ccccc3F)on2)cc1 (configuration not stated)	114	1.3
Cc1ccc(-c2cc3c(n2Cc2cccs2)CC(C)(C)CC3=O)cc1	99	-0.2
O=C(O)C(c1ccccc1)N1CCCCC1 (configuration not stated)	101	-0.2
CCCCNc1ncnc2c1[nH]c1ccc(C)cc12	105	0.5
NC(=O)c1nnn(Cc2ccccc2)c1N	104	0.2
COc1ccc(CC(=O)NCc2ccc3c(c2)CCN3C(=O)c2ccc(Cl)cc2)cc1OC	117	2.3
O=C(NC1CCCCCCCCCCC1)c1ncn[nH]1	105	0.2
CC(C)n1c(SCC(=O)O)nc2cc(Cl)ccc21	103	-0.1
CCOC(=O)N/N=C\c1cn(C)c2ccccc12	101	-0.1

Later entries:
SMILES	PV pol inh	PV pol inh FP z-score
Cc1cc(NC2=CC(=O)CCC2)ccc1I	104	0.4
O=C(COC(=O)c1ccccc1NCCO)NCc1ccc(F)cc1	101	-0.3
FC(F)(F)c1ccc(NCc2cn3ccccc3n2)cc1	104	-0.4
O=C(Nc1cccc(-c2nnn(CC(=O)N3CCc4ccccc4C3)n2)c1)C1CCC1	104	0.7
COC(=O)CNC(=O)c1ccccc1Cl	100	0
CC(C)n1c(=N)c(C(=O)NCc2ccccc2)cc2c(=O)n3ccccc3nc21	106	0.5
CCOC(=O)c1cnn2c(C(F)(F)F)cc(-c3ccc(Br)cc3)nc12	112	1
CCn1c(-c2ccccc2)c(C(=O)CN2CCN(C)CC2)c2ccccc21	101	-0.4
Cc1ccc(NC(=O)c2c(NC(=O)c3ccc(F)cc3)sc3c2CCCC3)cc1C	100	-0.6
COC(=O)c1ccsc1NC(=O)C1COc2ccccc2O1 (configuration not stated)	103	0.2
COc1ccc(OC)c(Nc2nc3ccccc3nc2-n2nc(C)cc2C)c1	104	-0.3
COCCNC(=O)CSc1nnc(-c2ccc(OC)c(OC)c2)c(-c2ccc(OC)c(OC)c2)n1	108	0.3
CCc1nn2c(=O)cc(COC(=O)c3ccc(NC(=O)CCc4ccccc4)cc3)nc2s1	109	0.7
Cc1cc(C)c(C)c(S(=O)(=O)N(C)C)c1C	108	2.5
Cc1nc(SCC(=O)Nc2ccc3c(c2)OCCCO3)n(C2CCCCC2)c1C	104	0.4

(list continues)
SMILES	PV pol inh	PV pol inh FP z-score
CC(C)(C)OC(=O)N/N=C\c1ccco1	101	-0.1
CC(Sc1nnc(NC2CC2)s1)C(=O)Nc1ccc2c(c1)OCO2 (configuration not stated)	99	-0.5
N#CCc1ccc(NC(=O)Nc2ccccc2)cc1	104	0.2
CS(=O)(=O)n1cnc2ccccc21	103	0.5
CCc1ccccc1NC(=O)C1=CC(c2ccc3c(c2)OCO3)=NS(=O)(=O)N1C	115	0.5
COc1ccccc1OCc1nc(-c2ccncc2)no1	97	-0.9
CC1=C/C(=N\OC(=O)Cc2ccccc2)C(C)=CC1=O	104	0.6
CCN1CCN(C(c2cccnc2)c2ccc3cccnc3c2O)CC1 (configuration not stated)	87*	-2.4*
CCOc1ccc(N(CC(=O)Nc2ccccc2CC)S(=O)(=O)c2c(C)[nH]c(=O)[nH]c2=O)cc1	100	-1.5
Cc1ccc(N2CC(NC(=O)N(C)C3CCN(C)CC3)CC2=O)cc1C (configuration not stated)	104	0.8
O=C(Nc1ccccc1Cc1ccccc1)c1cc2c(nc3sccn32)s1	108	0.8
Cc1ccc(CN2CCN(CC(=O)NCCCN3CCN(c4cccc(Cl)c4)CC3)C2=O)cc1	100	-0.2
CCOc1ccc(-c2cc(NC(=O)c3cc4ccc5cccnc5c4[nH]3)on2)cc1OCC	100	-0.5
N#CCN1CCC/C1=C(/C#N)C(=O)c1ccccc1	100	-0.1
O=C(O)Cn1ncc2c3ccccc3n(Cc3ccccc3F)c2c1=O	99	-1

Remaining list, next part:
SMILES	PV pol inh	PV pol inh FP z-score
CCC(=O)N(c1nnc(SCC(=O)N2CCCC2=O)s1)C1CC1	98	-0.2
CN(C)/C=C(\C=[N+](C)C)c1cc(/C(C=[N+](C)C)=C\N(C)C)[nH]n1	108	0.6
CC(=O)c1ccc(NC(=O)C2Cc3ccccc3N2C(=O)c2ccccc2)cc1 (configuration not stated)	109	0.7
COc1cccc(NC(=O)Cn2cnc3c(nc4n3CCCCC4)c2=O)c1	100	-1.3
CCn1c(/C(C#N)=C(\O)CCc2ccccc2)nc2ccccc21	99	-0.3
Cc1ccc(S(=O)(=O)N/N=C2\C3CN4CCN(C3)CC2(c2ccccc2)C4)cc1	103	0.7
Cc1ccnc(SC(=O)c2cccnc2)n1	103	0.2
CCc1ccc(S(=O)(=O)c2nnn3c2nc(NCc2ccccc2OC)c2cc(Cl)ccc23)cc1	104	-0.2
CCOc1ccc(C(O)C2CCNCC2)cc1 (configuration not stated)	100	-0.6
Cc1ccc(C(=O)c2ccccc2C(=O)O)c(O)c1	100	0
COc1ccccc1NC(=O)Cn1c(=O)n(CCc2ccccc2)c(=O)c2c3c(sc21)CN(C(C)=O)CC3	100	-1.2
O=C(c1ccccc1)n1nc(-c2ccco2)nc1SCc1ccccc1	99	-0.2
O=C(O)CC(NS(=O)(=O)c1cccs1)c1ccccc1 (configuration not stated)	107	0.5
O=C(Cn1nc2n(c1=O)-c1ccccc1SC2)NC(=O)Nc1ccccc1	102	-0.3
O=C(c1nn2c(c1Cl)NC(c1cccs1)CC2C(F)(F)F)N1CCOCC1 (configuration not stated)	103	0.6

Remaining list, next part.
SMILES	PV pol inh	PV pol inh FP z-score
COc1cccc(NC(=O)Nc2cc(C(=O)O)ccc2N2CC3CC(C2)c2cccc(=O)n2C3)c1 (configuration not stated)	102	0.6
O=C(Cn1c(=O)c2cccn2c2ccccc21)NCCCN1CCCC1	103	0.8
C=CCN(c1ccc(C(N)=O)cc1)S(C)(=O)=O	103	0.5
CCOc1ccc(NC(=O)CCc2c(C)nc3c(-c4ccccc4)c(C)nn3c2C)cc1	104	-0.9
C1=C(c2ccccc2)Nc2nnnn2C1	102	-0.2
O=C(CN1C(=O)COc2ccc(S(=O)(=O)N3CCOCC3)cc21)NCc1ccc(Cl)cc1	118	0.4
CC1(C)CC2CC(C)(CN2c2nc(N)c3c(N)nc4c(c3c2C#N)CC(=O)N4C2CCCC2)C1 (configuration not stated)	101	0.1
Cc1ccc(CN(C)C(=O)c2cccc(N(C)C)c2)o1	101	-0.1
CCN(CC)S(=O)(=O)c1ccc(C(=O)NC2CC(=O)N(c3ccc(OC)c(OC)c3)C2)cc1 (configuration not stated)	110	0.9
c1nncn1/N=C1/CCCc2nonc21	98	-0.2
O=C1C(Cc2ccc(F)cc2)S/C(=N/N=C/c2cccnc2)N1Cc1ccco1 (configuration not stated)	104	0.6
COCC(=O)N(C)c1nnc(-c2ccc(OC)cc2)s1	101	-0.1
CCOC(=O)c1cc(C)nn1C(=O)c1c(F)cccc1Cl	103	-0.2
COc1ccc(OCC(=O)NCCc2ccccc2)cc1	104	0.7
CN(Cc1ccccc1)C(=O)COC(=O)Cc1c(Cl)cccc1Cl	100	-0.6

Exported with two lines to a compound: entries from further up
Under each structure – PV pol inh, PV pol inh FP z-score
> C1=C(c2ccccc2)Nc2nnnn2C1
 : 102, -0.2
> O=C(CN1C(=O)COc2ccc(S(=O)(=O)N3CCOCC3)cc21)NCc1ccc(Cl)cc1
 : 118, 0.4
> CC1(C)CC2CC(C)(CN2c2nc(N)c3c(N)nc4c(c3c2C#N)CC(=O)N4C2CCCC2)C1 (configuration not stated)
 : 101, 0.1
> Cc1ccc(CN(C)C(=O)c2cccc(N(C)C)c2)o1
 : 101, -0.1
> CCN(CC)S(=O)(=O)c1ccc(C(=O)NC2CC(=O)N(c3ccc(OC)c(OC)c3)C2)cc1 (configuration not stated)
 : 110, 0.9

Other records
SMILES	PV pol inh	PV pol inh FP z-score
Cc1ccc(C)c(Cn2c(=O)n(Cc3ccc(C(=O)NC4CCN(Cc5ccccc5)CC4)cc3)c(=O)c3ccccc32)c1	101	-1.6
COc1cc(/C=c2\sc3nc(-c4oc5ccccc5c4C)nn3c2=O)cc(OC)c1OC	101	-0.3
O=C(Nc1ccc2c(c1)OCO2)C12CC3CC(CC(C3)C1)C2	101	-0.2
O=C1c2ccccc2C(Nc2cccnc2)N1Cc1ccccc1 (configuration not stated)	101	0.2
Cc1nc2ccc(NC(=O)C3=CC=CN4CCS(=O)(=O)N=C34)cc2s1	105	0.4
O=C(O/N=C1\CCCc2oc3c(c21)CCCC3)c1ccc(F)cc1	101	-0.3
CO/N=C1/CC(C)(C)Cc2c(C(=O)O)sc(SC)c21	102	-0.1
CC1(C)OC2C(CS(C)(=O)=O)OC(n3ncc(=O)[nH]c3=O)C2O1 (configuration not stated)	104	0.7
O=C1c2cccnc2C(=O)N1CCc1ccc(S(=O)(=O)NCCc2ccccc2)cc1	102	0
CCCN(CCC)S(=O)(=O)c1ccc(C(N)=O)cc1	102	0.2
CCOC(=O)c1[nH]c2c(c1-c1ccccc1)C(=O)CC(c1ccc(Cl)cc1)C2 (configuration not stated)	102	0.2
Cc1ccccc1N=Cc1ccco1	104	0.5
COC(=O)CSc1ccccc1C(=O)OC	104	1.1
Cc1cc2c(=O)n(CC(=O)O)cnc2s1	101	0.3
Cc1cc(NN)nc2ccc(Cl)cc12	112	1.1

(more compounds)
SMILES	PV pol inh	PV pol inh FP z-score
CCOc1ccc(CCNC(=O)c2nc(-c3cccnc3)no2)cc1	103	0.4
Cc1nn(CCC(=O)N2CCc3ccccc32)c(C)c1S(=O)(=O)N1CCCC1	99	-0.5
Cn1cnnc1SCC(=O)Nc1sc2c(c1C#N)CCC2	100	-1
O=C(Nc1nc(-c2ccccc2)cs1)Oc1ccccc1	106	0.3
C=CCN1C(=O)S/C(=C/c2ccc(N3CCOCC3)cc2)C1=O	103	0.7
CCN=c1scc(-c2ccco2)n1/N=C/c1cccc(C(F)(F)F)c1	101	-0.3
CN(C)S(=O)(=O)c1ccc(=S)[nH]c1	96	-1.1
CCOc1ccc(NC(=O)CN2CCCc3ccccc32)cc1	105	0.2
Cc1cc(C)c2[nH]c(=O)c(C(c3nnnn3CC3CCCO3)N3CCN(c4ccccc4F)CC3)cc2c1 (configuration not stated)	103	0.2
CNC(=O)CSc1nnc(NC2CCCCC2)s1	105	0.3
Cc1cc(=O)[nH]c(SCC(=O)N2CCNC2=O)c1C#N	96	-0.7
O=C(COc1ccccc1)Nc1ccccc1N1CCN(c2ccccc2)CC1	103	0.4
CCOc1ccc(S(=O)(=O)Nc2ccc(S(=O)(=O)N3CCOCC3)cc2)cc1	99	-0.7
C/C(=N\NC(N)N)C1CCCCCCCCCCC1	98	-1.4

Sorted by molar mass (ascending): part of the list above
SMILES	PV pol inh	PV pol inh FP z-score
N#Cc1c(NCc2ccccc2)ccnc1Cl	99	0
O=C(c1nn2c(c1Cl)NC(c1cccs1)CC2C(F)(F)F)N1CCOCC1 (configuration not stated)	103	0.6
Cc1ccc(NC(=O)c2c(NC(=O)c3ccc(F)cc3)sc3c2CCCC3)cc1C	100	-0.6
